# SENP8 block-1 – inhibitors of human SENP8 protease. Q96LD8. purified SENP8, Z-RLRGG-aminoluciferin cleavage, luminescence. inhibition, % at 10 µM. 330,000 tested, 1.2% active. AID 2540; in the data active means inhibition above about 50%
# Target sequence (Q96LD8 whole entry, looked up): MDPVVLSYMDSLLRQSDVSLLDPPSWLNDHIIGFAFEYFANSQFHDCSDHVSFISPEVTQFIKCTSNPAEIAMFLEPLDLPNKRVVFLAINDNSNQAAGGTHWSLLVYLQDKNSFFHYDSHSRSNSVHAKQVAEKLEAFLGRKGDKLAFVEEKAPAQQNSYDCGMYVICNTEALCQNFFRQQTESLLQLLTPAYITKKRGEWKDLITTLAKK
# UBC13 polyUb – inhibitors of human UBC13 polyubiquitin chain formation; P61088; TR-FRET; inhibition, % at 20 µM; 330,000 tested, 0.47% active; in the data active means inhibition above about 45%, passing the limit was not always enough
# Target sequence (P61088 whole entry, looked up): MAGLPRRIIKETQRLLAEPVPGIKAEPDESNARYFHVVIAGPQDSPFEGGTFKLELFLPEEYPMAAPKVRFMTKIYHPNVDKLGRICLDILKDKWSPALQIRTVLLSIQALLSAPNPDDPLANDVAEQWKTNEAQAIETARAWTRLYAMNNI
# SENP7 block – blocks the human protease SENP7 | inhibition, % at 5 µM | 330,000 tested, 1.5% active | Q9BQF6 | AID 434973 | recombinant SENP7, Z-RLRGG-aminoluciferin luminescence, 40 min;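 active means inhibition above about 50% at the single test dose, limit read from the data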;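 further: plate controls were DMSO with enzyme for no effect and no enzyme buffer wells for full effect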
# SENP6 inh – inhibitors of human SENP6 protease | 330,000 tested, 1.8% active | Recombinant SENP6 catalytic domain, aminoluciferin luminescence | Q9GZR1 | AID 2599 | inhibition, % at 10 µM;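 active means inhibition above about 50% at the single tested dose, limit read from the data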;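 further: plate controls were DMSO wells with enzyme for no effect and DMSO wells lacking enzyme for full effect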
# Target sequence (Q9GZR1 628-1112 limits assumed): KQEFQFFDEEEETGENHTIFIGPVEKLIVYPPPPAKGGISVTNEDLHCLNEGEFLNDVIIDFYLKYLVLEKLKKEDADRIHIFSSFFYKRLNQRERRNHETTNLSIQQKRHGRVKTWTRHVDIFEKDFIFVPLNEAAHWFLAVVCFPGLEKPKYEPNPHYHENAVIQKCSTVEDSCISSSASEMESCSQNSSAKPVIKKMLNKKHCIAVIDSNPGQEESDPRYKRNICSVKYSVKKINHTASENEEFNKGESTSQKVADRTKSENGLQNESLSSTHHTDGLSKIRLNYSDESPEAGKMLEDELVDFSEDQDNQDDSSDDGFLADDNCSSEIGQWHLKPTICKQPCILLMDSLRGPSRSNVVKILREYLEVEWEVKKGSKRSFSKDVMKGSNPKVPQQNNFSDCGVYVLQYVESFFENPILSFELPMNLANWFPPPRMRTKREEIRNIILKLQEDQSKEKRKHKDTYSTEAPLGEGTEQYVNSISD
# HKDC1 inh – inhibitors of human hexokinase HKDC1; recombinant HKDC1, G6PDH/diaphorase resazurin coupled fluorescence; inhibition, % at 20 µM; 340,000 tested, 0.16% active; AID 493160; Q2TB90;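 active means inhibition above about 35% when tested at 20 µM, limit read from the data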;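 further: plate controls were DMSO wells with enzyme for no effect and DMSO wells lacking enzyme for full effect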
#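 Assay system – recombinant HKDC1 (HK5) hexokinase enzyme, produced in-house · Input – HKDC1 at 5 µg/mL · Reagent – glucose plus 1 mM ATP as hexokinase substrates · Timing – 90 min reaction incubation at room temperature, dark · Measured by – G6PDH/diaphorase-coupled fluorescence, 1 mM NADP, 100 µM resazurin, 525/613 nm · Benchmarks – DMSO-enzyme wells negative, buffer-substituted wells positive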
# MIN6 prolif – MIN6 beta-cell proliferation induction; MIN6 cells proliferation, ATPlite luminescence, 48 h; cells starved in 0.2% serum; 100% = growth in 10% serum; proliferation, % at 10 µM; 330,000 tested, 0.29% active; AID 2380;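 active means compounds whose signal lies at least 3.5 SD above the mean of all wells on their plate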;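 further: 0% = DMSO-treated cells in low-serum medium and 100% = 10% serum control; some compounds called inactive have numbers as strong as hits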
# SENP8 block-2 – SENP8 (human) protease inhibition; Q96LD8; recombinant SENP8, Nedd8 substrate fluorescence; inhibition, % at 20 µM; 360,000 tested, 0.64% active; AID 602440; in the data active means inhibition mostly above about 40%, no sharp cut-off; inactive means mostly below about 27%
# SENP1 inh – SENP1 (human) catalytic domain inhibition. inhibition, % at 10 µM. 360,000 tested, 0.21% active. recombinant SENP1 catalytic domain, CyPet-SUMO1-YPet FRET cleavage;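 active means inhibition at least 30% at 10 µM, raw YFP signal under a set limit, fluorescence ratio 0.5 to 1.5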;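 further: 0% = enzyme with DMSO and 100% = no enzyme wells; some results filed as inactive read as strong as hits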
# Target sequence (Q9P0U3 419-644 limits assumed): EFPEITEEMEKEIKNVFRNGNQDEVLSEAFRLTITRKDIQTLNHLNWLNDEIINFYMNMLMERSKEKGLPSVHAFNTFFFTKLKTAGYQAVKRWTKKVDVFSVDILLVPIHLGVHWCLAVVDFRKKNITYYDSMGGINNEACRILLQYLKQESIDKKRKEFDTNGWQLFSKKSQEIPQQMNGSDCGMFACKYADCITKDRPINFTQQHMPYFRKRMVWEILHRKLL
#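 Material: hSENP1 catalytic domain, recombinant; medium: Tris pH 8 with BME, BSA, NP40 and catalase; compound: single concentration of 10 µM compound, 0.5% DMSO final; technique: FRET read of cyan and yellow fluorescence; timing: 50 min enzyme reaction, room temperature, light-protected; reagent: SFCypet-SUMO1-SFYpet substrate at 25 nM; control set: no-enzyme low, enzyme-DMSO high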
# PfG6PD inh – PfG6PD (Plasmodium falciparum) enzyme inhibition; inhibition, % at 20 µM; 350,000 tested, 0.78% active; PfGluPho enzyme, NADPH resazurin-diaphorase fluorescence;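 active means inhibition reaching at least a set limit at 20 µM in the primary screen, cut at about 59% in these data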;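 further: 0% = DMSO wells with substrate and 100% = DMSO wells lacking glucose-6-phosphate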
# The depositor's hits bear a star; i = inactive; · = no result given.
1. Cc1ccn(-c2cccc(-n3ccc(C)n3)n2)n1
2. N#C/C(=C\c1ccc(O)cc1)C(=O)NCc1ccccc1
3. NS(=O)(=O)c1cccc(NC(=O)COC(=O)c2cc([N+](=O)[O-])ccc2N2CCCC2)c1
4. Cc1ccc(NC(=O)/C=C/c2ccco2)cc1S(=O)(=O)N1CCCCCC1
5. O=C(CSc1nnc2n1CCCCC2)Nc1ccc(N2CCOCC2)cc1
6. CCOC(=O)C1=C(C)NC(C)=C(C(=O)OCC)C1C(=O)OCC(=O)NC1CCCCC1

compound no.	1	2	3	4	5	6
SENP8 block-1	-4	11	-10	3	2	0
UBC13 polyUb	3	4	-20	-2	-6	3
SENP7 block	-2	-2	-9	8	-4	4
SENP6 inh	0	20	-14	-2	-6	7
HKDC1 inh	-3	1	-5	3	0	-3
MIN6 prolif	0	-2	-3	-7	-3	3
SENP8 block-2	7	-18	17	-108	24	i
SENP1 inh	1	-166	-7	-28	4	-8
PfG6PD inh	-8	-13	13	17	8	1

7. CCCOc1ccc(C2=CSC3=NCCN23)cc1
8. CN1C(=O)CC2(CC(=O)N(Cc3ccccc3)C2)C1=O (stereo not drawn)
9. CCN(CC(=O)Nc1ccc(NC(C)=O)cc1)C(=O)/C=C/c1c(C)nn(-c2ccc(F)cc2)c1Cl
10. Cc1ccc(C(=O)N2CCN(S(=O)(=O)c3ccccc3)CC2)cc1
11. CC(C)(C)N1CC(C(=O)Nc2ccc(C#N)cc2)CC1=O (stereo not drawn)
12. CCn1ncc(Br)c1C(=O)Nc1ccccc1OC

compound no.	7	8	9	10	11	12
SENP8 block-1	-7	-6	9	3	-6	2
UBC13 polyUb	8	-9	10	2	10	20
SENP7 block	0	-6	-1	-3	-2	2
SENP6 inh	-6	-6	18	-5	-5	5
HKDC1 inh	0	-5	0	-9	1	11
MIN6 prolif	-1	-1	0	-1	0	-1
SENP8 block-2	4	20	-2	10	10	3
SENP1 inh	0	0	-2	0	2	0
PfG6PD inh	-8	1	-8	-10	-23	1

13. Cc1cccc(NC(=O)c2ccc(COc3ccc(Cl)cc3Cl)o2)n1
14. Cc1cccc(N2CCN(C(=O)c3cc(S(=O)(=O)N(C)C)ccc3N3CCCC3)CC2)c1C
15. Cc1ccc(NC(=O)N2CCC(NC(=O)c3ccccc3C)CC2)cc1
16. CC(O)Cn1c(N2CCCC2)nc2c1c(=O)[nH]c(=O)n2C (stereo not drawn)
17. CC(OC(=O)CCOc1ccccc1)C(=O)NC1CC1 (stereo not drawn)
18. Cc1nnc(N2CCN(Cc3ccccc3)CC2)[nH]c1=O

compound no.	13	14	15	16	17	18
SENP8 block-1	-10	-7	8	-4	-9	3
UBC13 polyUb	5	2	3	-8	-1	2
SENP7 block	4	5	0	-2	4	1
SENP6 inh	-17	-6	1	-5	-5	-4
HKDC1 inh	3	-3	-4	-2	-2	4
MIN6 prolif	-4	-2	-1	1	3	0
SENP8 block-2	19	6	12	2	8	8
SENP1 inh	2	-1	1	0	8	0
PfG6PD inh	5	3	8	-12	-16	-5

19. OC(c1cc(-c2cccc(Cl)c2)nc2ccccc12)C1CCCCN1 (stereo not drawn)
20. Cc1nc2ccccc2n1C(=O)N1CCOCC1
21. COc1cc(NC(=O)CN2CCN(C(=O)C3CCCO3)CC2)c(OC)cc1Cl (stereo not drawn)
22. c1cc2c(cc1Oc1nc(N3CCOCC3)nc(N3CCOCC3)n1)OCO2
23. CN1CCN(C(=O)c2ccc3c(c2)N(C)C(=O)/C(=C/c2cccc(Cl)c2)S3)CC1
24. COC(=O)c1sc(C(C)(C)C)cc1CS(=O)(=O)c1ccccn1

compound no.	19	20	21	22	23	24
SENP8 block-1	·	14	-3	-12	2	-9
UBC13 polyUb	·	-1	-3	-2	33	1
SENP7 block	·	5	14	0	1	7
SENP6 inh	·	10	3	-12	6	-13
HKDC1 inh	-4	6	-5	2	-1	-5
MIN6 prolif	·	-3	-2	1	-8	-1
SENP8 block-2	20	12	0	-14	-34	25
SENP1 inh	-1	1	3	-3	-2	1
PfG6PD inh	6	-2	-4	-8	-4	3

# Excerpt, nos. 12–21
12. CCn1ncc(Br)c1C(=O)Nc1ccccc1OC
13. Cc1cccc(NC(=O)c2ccc(COc3ccc(Cl)cc3Cl)o2)n1
14. Cc1cccc(N2CCN(C(=O)c3cc(S(=O)(=O)N(C)C)ccc3N3CCCC3)CC2)c1C
15. Cc1ccc(NC(=O)N2CCC(NC(=O)c3ccccc3C)CC2)cc1
16. CC(O)Cn1c(N2CCCC2)nc2c1c(=O)[nH]c(=O)n2C (stereo not drawn)
17. CC(OC(=O)CCOc1ccccc1)C(=O)NC1CC1 (stereo not drawn)
18. Cc1nnc(N2CCN(Cc3ccccc3)CC2)[nH]c1=O
19. OC(c1cc(-c2cccc(Cl)c2)nc2ccccc12)C1CCCCN1 (stereo not drawn)

compound no.	12	13	14	15	16	17	18	19
SENP8 block-1	2	-10	-7	8	-4	-9	3	·
UBC13 polyUb	20	5	2	3	-8	-1	2	·
SENP7 block	2	4	5	0	-2	4	1	·
SENP6 inh	5	-17	-6	1	-5	-5	-4	·
HKDC1 inh	11	3	-3	-4	-2	-2	4	-4
MIN6 prolif	-1	-4	-2	-1	1	3	0	·
SENP8 block-2	3	19	6	12	2	8	8	20
SENP1 inh	0	2	-1	1	0	8	0	-1
PfG6PD inh	1	5	3	8	-12	-16	-5	6

20. Cc1nc2ccccc2n1C(=O)N1CCOCC1
21. COc1cc(NC(=O)CN2CCN(C(=O)C3CCCO3)CC2)c(OC)cc1Cl (stereo not drawn)

compound no.	20	21
SENP8 block-1	14	-3
UBC13 polyUb	-1	-3
SENP7 block	5	14
SENP6 inh	10	3
HKDC1 inh	6	-5
MIN6 prolif	-3	-2
SENP8 block-2	12	0
SENP1 inh	1	3
PfG6PD inh	-2	-4

# More results follow.
25. CC(=O)N(C)c1ccc(NCc2cc(=O)oc3cc(C)c(O)cc23)cc1
26. Cc1ccc(CNC(=O)COC(=O)c2ccc(Cl)c(N)c2)cc1
27. COc1cccc(C2CC(C(F)(F)F)n3nc(C(=O)Nc4c(C)n(C)n(-c5ccccc5)c4=O)cc3N2)c1 (stereo not drawn)
28. Cc1ccnc(SCc2cc(=O)c(OC(=O)c3ccccc3)co2)n1
29. COc1ccc(S(=O)(=O)NC(C)C(=O)NCc2cccnc2)cc1C (stereo not drawn)
30. Cc1onc(-c2ccccc2)c1C(=O)Nc1c(C)n(C)n(-c2ccccc2)c1=O

compound no.	25	26	27	28	29	30
SENP8 block-1	-1	-2	6	-19	-1	1
UBC13 polyUb	-1	6	-14	-2	-10	6
SENP7 block	10	0	7	-9	-12	4
SENP6 inh	-9	-8	-5	-27	-3	3
HKDC1 inh	0	-10	-3	1	-2	-14
MIN6 prolif	-3	2	1	-3	-2	2
SENP8 block-2	10	-446	7	14	12	9
SENP1 inh	4	-1	27*	3	0	0
PfG6PD inh	7	13	5	6	-4	-11

31. CC(=NC1CCCCC1)C1=C(O)c2ccccc2C1=O
32. C[C@]1(C(=O)O)C=C[C@@H](Cc2ccccc2)N1C(=O)c1ccccc1
33. CC(C)N(C(=O)c1nn(C)c2c1CSc1ccccc1-2)C1CCCCC1
34. CCOC(=O)COc1cc(O)c2c(=O)cc(-c3ccccc3)oc2c1
35. O=C(Nc1ccccc1)c1ccc(-c2ccccc2C(F)(F)F)o1
36. NC(=O)c1ccc[n+](CC(=O)c2ccc(Br)cc2)c1

compound no.	31	32	33	34	35	36
SENP8 block-1	-5	-9	-10	-11	-7	-2
UBC13 polyUb	4	3	6	-5	6	5
SENP7 block	-5	1	-6	-4	6	-3
SENP6 inh	8	-15	-9	-3	-12	1
HKDC1 inh	12	2	-1	-8	6	-6
MIN6 prolif	-2	-2	-5	0	-9	4
SENP8 block-2	14	-3	14	3	-9	8
SENP1 inh	3	1	-1	1	1	-2
PfG6PD inh	5	-13	14	-16	40	-6

37. CC(C)c1ccccc1OCC(O)CN1CCN(S(=O)(=O)c2ccc([N+](=O)[O-])cc2)CC1 (stereo not drawn)
38. Cn1c(=O)c2c(ncn2CC(=O)Nc2nc(-c3ccccc3Cl)cs2)n(C)c1=O
39. CS(=O)(=O)N1CCN(c2ccccc2NC(=O)Cc2ccc(Cl)cc2)CC1
40. COc1ccc(CSc2nnnn2Cc2ccccc2)cc1OC
41. CSc1nc(O)c(Nc2cccc(Cl)c2)c(=O)[nH]1
42. COc1cccc(C(=O)C2=NN(C(C)=O)CC2c2ccco2)c1 (stereo not drawn)

compound no.	37	38	39	40	41	42
SENP8 block-1	9	-2	-11	-6	10	-1
UBC13 polyUb	3	-8	-6	5	-5	8
SENP7 block	6	0	-5	2	-3	-2
SENP6 inh	-3	-20	-9	-1	-12	0
HKDC1 inh	16	-7	-2	-3	-5	-5
MIN6 prolif	-6	-3	-1	-1	-2	3
SENP8 block-2	19	19	17	7	15	9
SENP1 inh	2	3	-1	1	2	3
PfG6PD inh	15	3	-15	2	18	-9

43. CCOC(=O)CNC(=O)C12CC3CC(CC(C3)C1)C2
44. Cc1ccc(S(=O)(=O)Nc2csc(C)c2C(=O)O)cc1
45. O=C(CCCc1c[nH]c2ccccc12)N1CCCCCC1
46. COc1ccc(C2=NOC(C(=O)Nc3ccc4c(c3)OCCO4)C2)c(OC)c1 (stereo not drawn)
47. CC1(C)Cc2nc3sc4c(NCCO)ncnc4c3cc2CS1
48. O=C1/C(=C\c2ccco2)SC(=S)N1c1ccccc1

compound no.	43	44	45	46	47	48
SENP8 block-1	5	-11	-3	-9	1	-9
UBC13 polyUb	6	-11	2	-1	10	-5
SENP7 block	6	10	11	5	-1	-2
SENP6 inh	15	-11	9	-8	-9	-2
HKDC1 inh	-12	7	-4	-3	11	-8
MIN6 prolif	1	-3	-1	-3	-1	2
SENP8 block-2	2	·	-32	13	-439	16
SENP1 inh	2	·	0	0	-3	1
PfG6PD inh	-6	27	0	4	24	-2

49. CN(C)S(=O)(=O)Nc1cc(Cl)cc(Cl)c1
50. CCN(CC)S(=O)(=O)c1ccc(N2CCCC2)c(NC(=O)c2ccc(OC)cc2OC)c1
51. O=C(CN1C(=O)c2ccccc2C1=O)NCCc1c[nH]c2ccc(Cl)cc12
52. CC(C)c1nc2ccccn2c1NC1CCCCC1
53. O=C(NC1CCN(C(=O)NC2CCCCC2)CC1)c1cccc(F)c1
54. CC1(C)Cc2c(sc(NC(=O)COc3ccc(Cl)cc3Cl)c2C(N)=O)C(C)(C)N1

compound no.	49	50	51	52	53	54
SENP8 block-1	1	-8	4	-4	12	-2
UBC13 polyUb	-8	15	3	16	4	74*
SENP7 block	4	-9	4	6	4	-10
SENP6 inh	8	1	-6	-5	-13	3
HKDC1 inh	-6	3	15	-1	-5	-5
MIN6 prolif	-3	-4	-1	4	2	-7
SENP8 block-2	7	-12	15	-321	12	-8
SENP1 inh	-1	-1	0	-1	-1	-4
PfG6PD inh	10	5	-18	-12	6	-4

55. Cn1c(SCC2CCCCC2)nnc1-c1ccncc1
56. Nc1cc2nsnc2cc1Br
57. O=C(Oc1cccnc1)c1cc2ccccc2oc1=O
58. CCOc1ccc(-n2c(SCc3ccc([N+](=O)[O-])cc3)nnc2-c2ccc(OC)cc2)cc1

compound no.	55	56	57	58
SENP8 block-1	-9	97*	-12	0
UBC13 polyUb	7	-84	15	-4
SENP7 block	-5	95*	2	-7
SENP6 inh	-30	96*	5	8
HKDC1 inh	-2	-4	-2	-1
MIN6 prolif	-2	-6	1	-3
SENP8 block-2	18	93*	-100	3
SENP1 inh	-12	48	-4	0
PfG6PD inh	-11	99*	-9	20

# Screening results from PubChem.
